# From PubChem
# Cav32 inh = blocks human Cav3.2 T-type calcium channel; Cav3.2-expressing cells, Fluo-4 calcium fluorescence FDSS; active compounds read low; B-score at 10 µM; 100,000 tested, 4% active; O95180;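 active = single-dose well whose peak fluorescence ratio is a statistical outlier from its plate by either plate-standardised score or position-corrected B-score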
# * = called active by the depositor. This is a subset (hit frequency here may not be typical).
SMILES,Cav32 inh
CCCCCc1nc2sc3c(c2c(=O)n1N)CCC3,0.117
CC1(c2ccc(OC(F)F)cc2)NC(=O)N(CC(=O)Nc2ccc3c(c2)OCO3)C1=O (stereo not given),1.62
COc1ccc(C(=O)Nc2nncs2)c(OC)c1,-0.229
CCCc1[nH]n(-c2nc3ccccc3s2)c(=O)c1C=NCC1CCCO1 (stereo not given),2.1
Cc1cc(C(=O)CN2C(=O)CCC2=O)c(C)n1Cc1ccccc1,0.199
Cc1ccc(Cl)cc1NC(=O)COC(=O)C12CC3CC(CC(C3)C1)C2,-0.05
CCCC1C(c2ccco2)NC(c2ccco2)CC1(C)O (stereo not given),0.814
CSC1=NCCN1C(=O)c1ccc2c(c1)OCO2,0.442
CCCCC(CC)COC1(c2ccccc2)OC(=O)c2ccccc21 (stereo not given),-3.05
CC(C)OC(=O)Cn1nnc2c(cnn2-c2ccccc2)c1=O,-1.46
O=C(C1=C[C@@H](c2ccc(Br)cc2)C[C@@H](OCc2ccc(CO)cc2)O1)N1CCOCC1,0.76
CCOc1cccc(=O)c2c(C)n(Cc3ccco3)c(C)c12,-3.53
CCC(SC1=NCCS1)C(=O)Nc1nnc(-c2ccccc2OC)s1 (stereo not given),-2.01
CCOC(=O)c1c(N2CCCCC2)c2ccccc2[nH]c1=O,0.126
C#CCSc1nnc(-c2sc(-c3ccccc3)nc2C)n1C,1.1
C=CCOc1ccc(/C=N/n2cncn2)cc1OC,0.107
O=C1CCCC2=C1C(c1ccc(Br)cc1)c1c([nH]c(=S)[nH]c1=O)N2 (stereo not given),0.389
Cc1ccc2c(c1)C(C)CC(C)(C)N2C(=O)NC1CCCCC1 (stereo not given),-0.848
Cc1cc(N2C(=O)C(=O)/C(=C(/O)c3ccc(F)cc3)C2c2ccc(F)cc2)no1 (stereo not given),-2.73
COc1ccc(CCN2C(=O)C(O)=C(C(C)=O)C2c2ccccc2OC)cc1OC (stereo not given),1.31
CCOc1ccc(C2OC(=O)Cc3cc(OC)c(OC)cc32)cc1 (stereo not given),-0.391
CN(C)S(=O)(=O)c1cccc(C(=O)NC2CCCc3ccccc32)c1 (stereo not given),0.381
CCOC(=O)CC(=O)Nc1ccc(Br)cc1C(=O)O,1.06
O=C(CC1(O)C(=O)N(Cc2ccc3c(c2)OCO3)c2ccccc21)c1ccccc1 (stereo not given),-2.95
Nc1ccc2nc(-c3cccs3)[nH]c2c1,0.348
O=C(O)C1CCCN1C(=O)Oc1ccccc1 (stereo not given),0.319
CCOCCCNS(=O)(=O)c1ccc2c(c1)OCCO2,-0.818
Cc1ccc(NC2CC(=O)N(c3ccc(C)cc3)C2=O)cc1 (stereo not given),0.728
O=C1c2ccccc2C(=O)N1CCCCSc1nnc2c(Cl)cc(Cl)cn12,0.928
CC(C)(C)C(=O)Nc1c2c(nc3c1CCC3)CCCC2,-0.154
COc1ccccc1C(=O)Nc1ccc(Oc2ncnc3sc(-c4ccccc4)cc23)cc1,-1.02
O=c1n(S(=O)(=O)c2cccc3cccnc23)c2ccccc2n1S(=O)(=O)c1cccc2cccnc12,1.15
COc1ccc(C2NCCc3cc(OC)c(OC)cc32)cc1OC (stereo not given),0.0131
COc1ccccc1Cc1noc(-c2cc(Cl)ccc2OC)n1,-0.249
CCOC(=O)c1cccc(NC(=O)CN2CCN(c3ccc(OC)cc3)CC2)c1,1.68
CCOC(=O)c1c(-c2cccs2)csc1NC(=O)CC(C)C,-0.404
COc1cc2nc(N3CCNCC3)nc(N)c2cc1OC,0.732
Cc1ccc(C(=O)Nc2oc(-c3ccccc3)cc2C#N)cc1,0.00669
O=C(CN1CCN(C(c2ccccc2)c2ccccc2)CC1)N1CCOCC1,0.747
Cc1noc(C)c1S(=O)(=O)NC1CCN(Cc2ccccc2)CC1,0.511
CN1CC=C2C(C#N)=C(N)C(C#N)(C#N)C(Cc3ccccc3)C2C1 (stereo not given),-0.00426
CCOc1ccccc1NC(=O)NS(=O)(=O)c1ccc(C)cc1,-0.135
O=C(CSc1ccc(Cl)cc1)Nc1nnc(-c2cccc([N+](=O)[O-])c2)s1,1.57
CCOC(=O)c1[nH]c2ccc(OC)cc2c1NC(=O)CN1CCSCC1,0.638
COc1cccc(-c2csc(N3CCN(C(=S)Nc4ccccc4Cl)CC3)n2)c1,-4.05*
CCOc1ccc(NC(=O)CC2C(=O)N(C)C(=S)N2Cc2ccc3c(c2)OCO3)cc1 (stereo not given),-1.88
OC(CN1CCOCC1)CN(c1ccccc1)c1ccccc1 (stereo not given),-0.808
CCOC(=O)c1ccc(NC(=O)CSc2nccn2C)cc1,0.107
COC(=O)CS(=O)(=O)c1nnc([C@H](Cc2ccccc2)NC(=O)OC(C)(C)C)o1,1.1
OC1CCCN(Cc2ccc3c(c2)Cc2ccccc2-3)C1 (stereo not given),0.278
O=C1C(=O)c2c(C(=O)c3ccccc3)coc2-c2ccccc21,-2.21
CCOc1ccc(S(=O)(=O)N2CCCCC2)c2ccccc12,-2.16
Cc1nn(-c2ccccc2)c(C)c1NC(=O)c1ccc(S(=O)(=O)N2CCCC2)cc1,0.921
CC(=O)n1cc([C@H]2C=C(C(=O)Nc3ccccc3)O[C@@H](OCCCCO)C2)c2ccccc21,0.0539
O=C(CN1C(=O)NC2(CCOc3ccccc32)C1=O)Nc1ccc2c(c1)OCCO2 (stereo not given),0.892
CCc1ccc(OCc2nnc(SCC(=O)NCc3ccco3)o2)cc1,0.22
COCCNC(=O)CN1CCC(NC(=O)Nc2ccc(C(F)(F)F)cc2)CC1,0.856
CC(C)NC(=O)C(Sc1ccccc1)c1ccccc1 (stereo not given),-0.291
Cc1noc(C)c1S(=O)(=O)Nc1ccc(C(=O)N2CCCCC2)cc1,1.97
C/C(=C\C#N)n1nc(C)cc1N,0.372

# Next entries
SMILES,Cav32 inh
CCOc1ccc(C2C(C#N)=C(N)SC(N)=C2C#N)cc1OCC,0.181
CCCSc1nc(C)c(CC(=O)OCC)c(=O)[nH]1,-3.82
Cc1cccc(NC(=S)NCc2ccccn2)c1,-0.107
CCc1ccc2oc(-c3ccc(N)cc3)nc2c1,-0.327
O=C(CC(Nc1ccccc1Cl)C(=O)OCC(=O)c1cccs1)c1ccccc1 (stereo not given),-2.22
Fc1ccc(OCc2nn3c(Cn4nnc5ccccc54)nnc3s2)cc1,0.993
CC(=O)NC1Sc2ccccc2N=C1c1ccccc1 (stereo not given),-0.148
CC(NC(=S)Nc1ccc(F)cc1)C(c1cccs1)N1CCOCC1 (stereo not given),0.0913
CCOc1cccc(C(=O)Nc2nc(-c3ccc(S(=O)(=O)N4CCOCC4)cc3)cs2)c1,0.0206
O=C(NCC(=O)N(Cc1ccco1)C(C(=O)NC1CCCC1)c1cccnc1)c1cccs1 (stereo not given),0.17
O=C(NC1CC1)C1=C[C@H](C2CC2)C[C@H](OCCCCO)O1,-0.599
COc1ccc(CNC(=O)C(C)NC(=O)c2cc3ccccc3o2)cc1 (stereo not given),-0.546
Cc1noc(NS(=O)(=O)c2ccc(NC(=O)c3cnc4scc(C)n4c3=O)cc2)c1C,0.0622
Nn1c(Cc2ccccc2F)nnc1SCC(=O)N1CC(=O)Nc2ccccc21,-0.38
C=CCn1c(SCC(=O)N2CCOCC2)nc(O)cc1=O,0.624
CCOC(=O)C1=C(O)CSC1=Nc1ccccc1,-0.913
COC(=O)c1c(C(=O)OC)c2cccc3cc(-c4ccccc4)c4ccc1c4n32,0.76
Cc1c(C#N)c(=O)oc2ccc3ccccc3c12,0.52
CCCn1c(SCc2ccccc2)nc2c1c(=O)[nH]c(=O)n2C,0.31
NC1=NC2(CCN(Cc3ccccc3)CC2)n2c(nc3ccccc32)N1,-0.318
CCOc1ccccc1CNC(=O)c1cc2oc3ccccc3c2n1C,-1.66
COc1c2ccoc2cc2oc(C)cc(=O)c12,0.0439
CC(OC(=O)CCCc1nc2ccccc2s1)C(N)=O (stereo not given),-0.104
Cc1cc(-n2nnc3ccccc32)nc2ccccc12,-0.786
Cc1sc2nc(SCc3nc(-c4cccs4)no3)n(-c3ccccc3)c(=O)c2c1C,-3.48
CCCCOc1cccc(C(=O)NNC(=S)NC2CCCCC2)c1,-5.85*
Cc1cccc(OCCSc2nc3c([nH]2)c(=N)ncn3Cc2ccccc2)c1,0.287
CS(=O)(=O)N(CC(=O)Nc1ccc2c(c1)OCCO2)Cc1ccc(Cl)cc1,0.49
CCCCCCC(=O)Nc1c2c(nc3ccccc13)N(C)CC2,1.14
Clc1ccccc1OCCCCn1ccnc1,0.532
O=C(NC(NC(=S)Nc1ccc(Cl)c(Cl)c1)C(Cl)(Cl)Cl)c1ccco1 (stereo not given),-3.55
COc1ccc(-n2c(SCCC#N)nnc2-c2cc(Cl)ccc2OC)cc1Cl,-4.3*
CCOc1cc(/C=N/O)cc(Br)c1OC,-0.0155
C=CCn1c(=O)c2c(C)c(C)sc2n2c(Nc3ccc(OC)cc3)nnc12,0.702
CS(=O)(=O)NCc1ccc(C(=O)NC2CCCCC2)cc1,0.00332
COCC(=O)N1CCC(n2nnc3cc(F)ccc32)CC1,-1.42

# Looked up by compound from above, two records:
SMILES,Cav32 inh
Clc1ccccc1OCCCCn1ccnc1,0.532
O=C(NC(NC(=S)Nc1ccc(Cl)c(Cl)c1)C(Cl)(Cl)Cl)c1ccco1 (stereo not given),-3.55

# (continued)
SMILES,Cav32 inh
CCC(C(=O)O)n1nnc(-c2ccc(-c3ccc(OC)cc3)cc2)n1 (stereo not given),-2.01
COc1cccc(OCC(=O)NN=C2c3ccccc3-c3ccccc32)c1,-0.464
NCCCC[C@@H]1NC(=O)c2cc([N+](=O)[O-])cc(F)c2NCCCC[C@@H](C(N)=O)NC(=O)[C@H](CCC(N)=O)NC1=O,-0.669
CCC(C)[C@H](NC(=O)NCc1ccccn1)C(=O)OC (stereo not given in full),1.37
CCO[C@@H]1OC(C(N)=O)=C[C@H](C(C)(C)C)[C@H]1CCCO,1.83
COC(=O)c1cc(OC)c(OC)cc1N=CC1=C(O)CC(C)(C)CC1=O,1.82
Cc1cc(=O)oc(C)c1C(=O)N1CCN(Cc2ccc3c(c2)OCO3)CC1,0.588
COc1ccc(OC)c(C2C(C(=O)c3cccs3)=C(O)C(=O)N2c2cc(C)on2)c1 (stereo not given),0.935
COc1cccc(CNC(=O)N[C@@H](CC(C)C)C(=O)O)c1,0.189
Cc1nn(Cc2ccccc2)c(C)c1C(=O)Nc1ccc(N2CCOCC2)cc1,0.0644
Cc1ccc(-c2nnn(Cc3nc(N)nc(N4CCOCC4)n3)n2)cc1,-0.163
O=C(COC(=O)C1=COCCO1)Nc1cccc(Oc2ccccc2)c1,-0.79
COc1ccc(-c2noc(CCC(=O)NCc3cc(Br)ccc3OC)n2)cc1,-1.1
c1cnc(NC2C3CC4CC(C3)CC2C4)nc1 (stereo not given),-1.48
Cc1ccccc1Cn1ccc(NC(=O)c2cc3nc(-c4ccco4)cc(C(F)(F)F)n3n2)n1,-0.739
O=c1cc(CSc2nnnn2-c2ccccc2)nc2scc(-c3ccccc3)n12,-0.149
COC(=O)C(Cc1c[nH]c2ccccc12)NC(=O)CNC(C)=O (stereo not given),1.34
O/N=C1\CCCc2nnc3c(c21)CCCC3,0.601
Cc1cccc(OCC(=O)Nc2cccc(O)c2)c1,0.787
CC(C)C(=O)OCC(=O)Nc1ccc2c(c1)CCC2,0.246
Oc1ccccc1C1=Nc2ccccc2N=C(c2cccs2)C1,-0.181
FC(F)(F)c1cccc(-n2cccc2/C=N/n2cnnc2)c1,0.286
Cc1ccc(C(=O)N/C(=C\c2ccco2)C(=O)NCCCn2ccnc2)cc1C,0.138
Cc1cc(NC(=O)CSc2nc3c([nH]c4ccccc43)c(=O)n2-c2cccc(C(F)(F)F)c2)no1,-1.1
O=S(=O)(c1cccc2nsnc12)N1CCN(C/C=C\c2ccccc2)CC1,-0.823
O=C(Cn1c(C(F)(F)F)nc2ccccc21)NCCN1CCCC1,-1.76
O=C(c1ccccc1)c1nc2ccccc2n(CCCn2c(=O)c(C(=O)c3ccccc3)nc3ccccc32)c1=O,-0.869
CCCC[C@@H]1CCCO[C@@](C(=O)NCc2cc(C)n(C)n2)(C(F)(F)F)C1,1.16
COc1ccc(-c2c(C)nn3c(N4CCN(Cc5ccccc5)CC4)cc(C)nc23)cc1OC,1.73
CC(C)=CCOc1ccc([C@@H]2COc3c(ccc4c3C=CC(C)(C)O4)C2)c(O)c1,0.329
COc1ccc(S(=O)(=O)N[C@H](C(=O)N2CC[C@@]3(O)CCCC[C@H]3C2)c2ccccc2)cc1,0.677
COCc1[nH]nc2c1C(c1cccc(OC)c1)C(C#N)=C(N)O2 (stereo not given),0.618
Cc1ccc(C2(CC(=O)O)CCOC(C)(C)C2)cc1 (stereo not given),-0.504
Fc1ccc(NCc2nnc(SCc3nnc(-c4ccccc4)o3)n2Cc2ccccc2)cc1,-8.34*
Cc1cc(C)c(S(=O)(=O)c2ccccc2)c(OC(=O)c2cc(F)c(F)cc2Cl)n1,0.0563

# In a second layout: 18 of the compounds above
molecule	Cav32 inh
CCCCCc1nc2sc3c(c2c(=O)n1N)CCC3	0.117
CC1(c2ccc(OC(F)F)cc2)NC(=O)N(CC(=O)Nc2ccc3c(c2)OCO3)C1=O (stereo not given)	1.62
COc1ccc(C(=O)Nc2nncs2)c(OC)c1	-0.229
CCCc1[nH]n(-c2nc3ccccc3s2)c(=O)c1C=NCC1CCCO1 (stereo not given)	2.1
Cc1cc(C(=O)CN2C(=O)CCC2=O)c(C)n1Cc1ccccc1	0.199
Cc1ccc(Cl)cc1NC(=O)COC(=O)C12CC3CC(CC(C3)C1)C2	-0.05
CCCC1C(c2ccco2)NC(c2ccco2)CC1(C)O (stereo not given)	0.814
CSC1=NCCN1C(=O)c1ccc2c(c1)OCO2	0.442
CCCCC(CC)COC1(c2ccccc2)OC(=O)c2ccccc21 (stereo not given)	-3.05
CC(C)OC(=O)Cn1nnc2c(cnn2-c2ccccc2)c1=O	-1.46
O=C(C1=C[C@@H](c2ccc(Br)cc2)C[C@@H](OCc2ccc(CO)cc2)O1)N1CCOCC1	0.76
CCOc1cccc(=O)c2c(C)n(Cc3ccco3)c(C)c12	-3.53
CCC(SC1=NCCS1)C(=O)Nc1nnc(-c2ccccc2OC)s1 (stereo not given)	-2.01
CCOC(=O)c1c(N2CCCCC2)c2ccccc2[nH]c1=O	0.126
C#CCSc1nnc(-c2sc(-c3ccccc3)nc2C)n1C	1.1
C=CCOc1ccc(/C=N/n2cncn2)cc1OC	0.107
O=C1CCCC2=C1C(c1ccc(Br)cc1)c1c([nH]c(=S)[nH]c1=O)N2 (stereo not given)	0.389
Cc1ccc2c(c1)C(C)CC(C)(C)N2C(=O)NC1CCCCC1 (stereo not given)	-0.848
